Source: PubChem BioAssay
APE1 inh = APE1 (human) endonuclease inhibition | recombinant APE1, TAMRA/BHQ-2 abasic DNA cleavage fluorescence | Potency, µM (doses to about 65.8 µM), inactives show at the top dose activity change, negative = inhibition, hits mostly inhibitors | hit rate 0.35% among 350,000 | AID 2517;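 note: potency is the fitted concentration of half-maximal effect; plate controls were vehicle for no effect and reference inhibitor for full effect; nearly all actives have a fitted effect of over 55% in size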
Target sequence (P27695 whole entry, looked up): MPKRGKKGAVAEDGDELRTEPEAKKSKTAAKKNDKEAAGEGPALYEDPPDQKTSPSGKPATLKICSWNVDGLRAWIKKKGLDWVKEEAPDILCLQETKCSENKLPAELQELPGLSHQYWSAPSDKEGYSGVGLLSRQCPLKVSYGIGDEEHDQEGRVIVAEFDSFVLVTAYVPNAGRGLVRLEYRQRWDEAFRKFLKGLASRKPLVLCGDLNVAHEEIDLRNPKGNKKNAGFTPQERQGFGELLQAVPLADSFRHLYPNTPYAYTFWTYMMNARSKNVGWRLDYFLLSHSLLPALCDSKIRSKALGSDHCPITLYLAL
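APE1 at 0.75 nM preincubated 15 min at room temperature with compound. Reaction then started with 50 nM double-stranded THF-abasic substrate labelled with TAMRA/BHQ-2, and 525/598 nm fluorescence read kinetically. Activity taken as third-minus-first read difference, normalized to DMSO and NSC13755 controls.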
POLI inh = DNA polymerase iota (human) inhibition | Q9UNA4 | Pol iota fluorescent replication assay, 10 min | Potency, µM (doses to about 115 µM), for the others: at the highest dose activity, negative = inhibition, actives largely listed as inhibitors | hit rate 1% among 390,000 | AID 588590; note: potency is the fitted concentration of half-maximal effect
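Fluorescent replication assay read twice, at 0 min and 10 min after adding 50 nM (final) substrate. Enzyme (10 nM) and compounds were first incubated 15 min at room temperature; enzyme-free buffer wells were negative controls.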
Anesthetic bind = candidate novel general anesthetic via apoferritin binding. apoferritin/1-aminoanthracene competitive binding, fluorescence. P02791. hit rate 0.074% among 350,000. Potency, µM (top dose mostly 77.5 µM), inactives show top-dose activity change, negative = displacement, most hits filed as inhibitors; note: potency is the fitted concentration of half-maximal effect; % is set by controls: 0 for no effect and ±100 for the full control effect; nearly all actives have a fitted effect of over 20% in size
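Horse-spleen apoferritin (10 uM) in 50% saturated 1-aminoanthracene in PBS was incubated 10 min at room temperature with compound. Fluorescence (ex 380, em 535 nm) was normalized to free and bound 1-AMA, with concentration-response fitted by a four-parameter Hill equation.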
BLM helicase inh = blocks DNA unwinding by human BLM helicase | Potency, µM (top dose mostly 56.1 µM), for the others: top-dose activity change, negative = inhibition, hits mostly inhibitors | hit rate 0.2% among 350,000 | P54132 | recombinant BLM DNA unwinding, fluorescence dequenching;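 note: potency is the fitted concentration of half-maximal effect; plate controls were vehicle for no effect and no enzyme for full effect; nearly all actives have a fitted effect of over 35% in size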
POLB inh = DNA polymerase beta (human) inhibition | Potency, µM (titrated, usually from 114 µM), without a hit: at the top dose activity change, negative = inhibition, hits mostly inhibitors | hit rate 1.3% among 340,000 | AID 485314 | Pol beta primer extension/strand displacement, fluorescence kinetic; note: potency is the fitted concentration of half-maximal effect; % is set by controls: 0 for no effect and ±100 for the full control effect
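Kinetic readout of DNA synthesis with strand displacement by Pol beta. Compound and 10 nM enzyme sit 15 min at room temperature; 50 nM substrate starts the reaction, read immediately and at 10 min.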
Tb PGK inh = T. brucei PGK inhibition. P07378. PGK/GAPDH coupled, Kinase-Glo luminescence, 60 min. Potency, µM (highest dose often 57.5 µM), for the others: top-dose activity change, negative = inhibition, usual class: inhibitors. hit rate 0.043% among 380,000; note: potency is the fitted concentration of half-maximal effect; % is set by controls: 0 for no effect and ±100 for the full control effect; nearly all actives have a fitted effect of over 60% in size
Target sequence (P07378 whole entry, looked up): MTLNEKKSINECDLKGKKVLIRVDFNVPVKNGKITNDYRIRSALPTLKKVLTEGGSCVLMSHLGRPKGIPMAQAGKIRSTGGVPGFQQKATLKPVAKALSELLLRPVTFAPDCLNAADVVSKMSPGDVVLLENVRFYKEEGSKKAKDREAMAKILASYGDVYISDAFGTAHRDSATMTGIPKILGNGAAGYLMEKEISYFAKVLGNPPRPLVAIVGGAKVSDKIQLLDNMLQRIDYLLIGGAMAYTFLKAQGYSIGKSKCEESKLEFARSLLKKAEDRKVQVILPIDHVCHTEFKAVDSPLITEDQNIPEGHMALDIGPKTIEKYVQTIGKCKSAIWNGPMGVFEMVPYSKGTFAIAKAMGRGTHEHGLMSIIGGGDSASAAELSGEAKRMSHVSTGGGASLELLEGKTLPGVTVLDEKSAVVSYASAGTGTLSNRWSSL
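Luminescent ATP detection (Kinase-Glo Plus) follows a 60-minute room-temperature incubation, with wells lacking PGK as controls. Buffer: 100 mM TEA (pH 7.6), 5 mM MgCl2, 0.01% Tween-20. Coupling enzyme GAPDH (100 nM final) supplies unstable 1,3-BPG in-well.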
POLK inh = DNA polymerase kappa (human) inhibition | purified Pol kappa, fluorescent DNA synthesis assay, 10 min | AID 588579 | hit rate 0.53% among 400,000 | Potency, µM (titrated, usually from 107 µM), for inactives: at the top dose activity, negative = inhibition, usual class: inhibitors; note: potency is the fitted concentration of half-maximal effect; % is set by controls: 0 for no effect and ±100 for the full control effect
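Here, compound and 10 nM enzyme are combined for 15 min at room temperature; adding 50 nM substrate (final) starts DNA synthesis, tracked by fluorescence at 0 and 10 min against buffer-only wells.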
POLH inh = blocks human DNA polymerase eta activity; Q9Y253; recombinant Pol eta, fluorescent DNA replication assay; Potency, µM (titrated, usually from 114 µM), without a hit: top-dose activity change, negative = inhibition, most hits filed as inhibitors; hit rate 1.2% among 390,000; AID 588591; note: potency is the fitted concentration of half-maximal effect; % is set by controls: 0 for no effect and ±100 for the full control effect
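Fluorescent replication assay: 50 nM final substrate added after a 15 min room-temperature compound preincubation with 10 nM enzyme. Signal taken at 0 min and again at 10 min.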
RXFP1 antagonist = antagonists of human relaxin receptor RXFP1. activity change, negative = inhibition, % at 57.5 µM. HEK293-RXFP1, relaxin-stimulated cAMP HTRF, 30 min; active compounds read low. Q9HBX9. hit rate 0.59% among 350,000. AID 1259400;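 active = activity change of -60% or lower, but not beyond a set lower limit; inconclusive = change between -60% and -40%, or beyond the set limit; inactive = change above -40%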; note: % is set by controls: 0 for no effect and ±100 for the full control effect
An asterisk follows results filed as active; ? = inconclusive; . = no result given; [ ] = another dose, or the depositor's remark. Unless noted, calls come from the whole dose curve; as a rule, active = well fitted curve in the direction sought with a large enough effect; inconclusive = small, poorly fitted or top-dose-only effect, or another doubt; inactive = no such curve, though single readings can be large; an effect the other way counts as inactive or inconclusive. These rows are one share of the data; the hit share may differ from the screen's.

Values run as follows: APE1 inh, POLI inh, Anesthetic bind, BLM helicase inh, POLB inh, Tb PGK inh, POLK inh, POLH inh, RXFP1 antagonist
> c1ccc(Nc2ncnc3sc4c(c23)CCC4)cc1
→ 0%, -23%, -8%, 2%, 31%[activator], ., -9%, -1%, 28
> CCOc1cc(/C=C2\C(=N)N3N=CSC3=NC2=O)ccc1OS(=O)(=O)c1ccccc1
→ 28%, 55%[activator], -22%, -8%, -18%, 9%, -5%, -3%, -12
> COCCN(Cc1cc2cc(C)ccc2n2nnnc12)C(=S)Nc1ccccc1C
→ 1%, ?, -4%, -3%, -3%, -7%, 0%, -3%, 9
> CCn1cc(CN2CCC(n3nccc3NC(=O)c3ccccc3OC)CC2)cn1
→ -2%, 15%, -3%, -11%, 22%, -10%, 9%, -4%, -14
> COc1ccc(N2CCN(Cc3cc4c(cc3O)CCC4)CC2)cc1
→ -1%, 15%, -11%, 4%, 28%, 4%, -19%, -27%, -39
> COc1cccc(CC2(CO)CCCN(Cc3[nH]c4ccc(C)cc4c3C)C2)c1 (stereo not given)
→ -3%, -15%, ?, -9%, -16%, -3%, -15%, ?, ?
> Cc1ccccc1NC(=O)Nc1ccccc1Br
→ -2%, 17%, -8%, -3%, 35%, ., -8%, -13%, -13
> COc1ccc(CCNC(=O)COC(=O)c2cc(OC)c(OC)cc2OC)cc1
→ -1%, 106%[activator], -8%, 2%, -1%, -9%, 0%, -17%, 11
> O=C(CCl)N(C/C=C/c1ccccc1)c1ccc2c(c1)OCCO2
→ -1%, 24%, -13%, -5%, -11%, 0%, -18%, -5%, -10
> O=C(CN1CCN(c2cnn(-c3ccccc3)c(=O)c2Cl)CC1)NC1CCS(=O)(=O)C1 (stereo not given)
→ 7%, 3%, ., ., ., 4%, -4%, -16%, -2
> O=S(=O)(c1ccccc1)N1CCC(O)(CN2CCN(c3ccccc3)CC2)CC1
→ -6%, 32%[activator], -4%, -4%, 28%, -10%, 5%, -9%, 5
> Cc1ccc(-c2[nH]c3cc(C(N)=O)ccc3c(=O)c2O)cc1
→ -4%, -2%, 194%[activator], -7%, 0%, 9%, -4%, -23%, .
> CSc1ccc(CCNC(=O)c2ccc(CS(=O)Cc3ccccc3Cl)o2)cc1 (stereo not given)
→ 16%, -7%, -4%, 2%, 0%, -2%, -2%, -16%, ?
> CC(C)CCn1c(=S)[nH]c2ncccc2c1=O
→ 3%, 40%[activator], -5%, -3%, 29%, -3%, -7%, -15%, -25
> CN(CC(=O)Nc1ccccc1Cl)C(=O)COC(=O)CSc1ccc(Cl)cc1
→ -20%, -2%, ., ., ., 10%, -1%, -1%, -1
> CC(C)(C)c1cc(NC(=O)c2ccco2)no1
→ 37%, 28%, -15%, -2%, 14%, -7%, -4%, -15%, 6
> C=CCn1c(SCC(=O)Nc2ccc3c(c2)OCO3)nnc1-c1cc(Br)ccc1O
→ -6%, 1%, ?, -8%, -8%, -14%, -9%, -11%, -1
> Cc1cc(C(=O)N2CCCC(C(=O)c3ccc4ccccc4c3)C2)nn1C (stereo not given)
→ 1%, 86%[activator], -13%, -3%, -16%, -8%, 0%, -16%, -4
> CC(C)NC(=O)C1CCCN(S(C)(=O)=O)C1 (stereo not given)
→ 12%, 1%, 11%, -1%, 0%, ., -2%, -15%, -12
> O=C(Cc1cccc(NC(=O)C2CCCN(C(=O)C3CCC3)C2)c1)Nc1cccc(C(=O)N2CCCCC2)c1 (stereo not given)
→ ., 20%, ., ., ., 0%, -5%, -9%, .
> Cc1c(C(=O)N2CCN(c3ccc(F)cc3)CC2)sc2nc(-c3ccccc3)cn12
→ -6%, 0%, -4%, 1%, 14%, -5%, -15%, 4%, 11
> CCCS(=O)(=O)c1c(S(=O)(=O)CCC)c2cc(CC)ccn2c1C(=O)c1ccc(Cl)cc1
→ ., 0%, 8%, -8%, 30%, -1%, -1%, -18%, -15
> O=C(c1ccc(F)cc1)C1CCN(C(=S)Nc2ccccc2)CC1
→ -3%, 14%, -11%, -2%, 13%, -5%, -10%, -3%, -13
> Cc1cc(C)cc(NC(=O)c2ccccc2NC(=O)CCC(=O)O)c1
→ 0%, 22%, -2%, -2%, 7%, 0%, -13%, -6%, 7
> Cc1ccc(S(=O)(=O)c2nc(-c3cccs3)oc2NCc2cccnc2)cc1
→ 55%[activator], 22%, 59%[activator], -9%, 1%, 2%, -9%, -2%, 3
> Cc1ccccc1NC(=O)c1ccc(S(=O)(=O)N(C)C)cc1
→ 3%, 7%, 2%, -1%, 42%, -8%, 8%, -7%, .

Grouped by structure, the compounds so far containing a Cl atom (5)
Values run as follows: APE1 inh, POLI inh, Anesthetic bind, BLM helicase inh, POLB inh, Tb PGK inh, POLK inh, POLH inh, RXFP1 antagonist
> O=C(CCl)N(C/C=C/c1ccccc1)c1ccc2c(c1)OCCO2
→ -1%, 24%, -13%, -5%, -11%, 0%, -18%, -5%, -10
> O=C(CN1CCN(c2cnn(-c3ccccc3)c(=O)c2Cl)CC1)NC1CCS(=O)(=O)C1 (stereo not given)
→ 7%, 3%, ., ., ., 4%, -4%, -16%, -2
> CSc1ccc(CCNC(=O)c2ccc(CS(=O)Cc3ccccc3Cl)o2)cc1 (stereo not given)
→ 16%, -7%, -4%, 2%, 0%, -2%, -2%, -16%, ?
> CN(CC(=O)Nc1ccccc1Cl)C(=O)COC(=O)CSc1ccc(Cl)cc1
→ -20%, -2%, ., ., ., 10%, -1%, -1%, -1
> CCCS(=O)(=O)c1c(S(=O)(=O)CCC)c2cc(CC)ccn2c1C(=O)c1ccc(Cl)cc1
→ ., 0%, 8%, -8%, 30%, -1%, -1%, -18%, -15
